Compound activity from PubChem.
C2C12 statin = protects C2C12 myotubes from simvastatin toxicity | 0.78% of 330,000 active | ATP luminescence, 48 h; scaled: DMSO 0, geranylgeraniol control 100 | rescue of ATP level, % at 7.49 µM;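 active = mean ATP rescue above about 67%, or every replicate alone reaching that limit, limit read from the data, passing the limit was not always enough; inconclusive = no clear call, values can overlap the other calls; inactive = mean under the limit and some replicate under it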;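 note: myotubes were challenged with 10 µM simvastatin during compound exposure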
PglD DTNB = PglD (C. jejuni) enzyme inhibition. purified PglD enzyme, DTNB colorimetric CoA detection. inhibition, % at 12.5 µM. 0.098% of 360,000 active. AID 602405; in the data active = inhibition above about 16%, passing the limit was not always enough; inconclusive = no clear call, values can overlap the other calls; note: strong numbers were not always called active
Cneo AK release = causes C. neoformans cell lysis | adenylate kinase release luminescence, 4 h; normalised: neutral wells 0, clomiphene wells 100 | lysis activity, % at 15 µM | 0.2% of 360,000 active | AID 651654;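 active = mean lysis activity across replicates of at least 80%, whatever share of replicates individually reach that level; inactive = mean lysis activity below 80%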
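Assay system: C. neoformans cells. Amount: yeast cell density of 5 × 10^6 cells/mL. Technique: AK luminescence. Buffer or medium: YPD. Times: static 4 h at 37 °C with compound, 1 h detection. Dosing: single-point compound dose. Read-out: lysis from increased AK signal.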
ARNT-TACC3 inh = disruptors of human ARNT/TACC3 interaction; AlphaScreen His-ARNT PAS-B/GST-TACC3 binding, luminescence; TACC3 fragment carries E629A point mutation; inhibition, % at 9.99 µM; 0.66% of 390,000 active; AID 623870;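 active = mean inhibition of replicates at least 50% and at least half of replicates each reaching 50%; inconclusive = half or more replicates reach 50% but mean below 50%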;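 note: 0% = complete ARNT plus TACC3 wells and 100% = ARNT alone without TACC3; many hits fall short of the cut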
PGC1a acetyl inh = PGC1a acetylation modulation, inhibitor mode; AID 651687; U2OS PGC1a acetylation, AlphaScreen anti-acetyl-lysine; with virally co-expressed GCN5 acetyltransferase; 0.17% of 350,000 active; inhibition, % at 15.6 µM;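 active = every replicate shows inhibition of at least 40%; inconclusive = mean inhibition at least 40% but some replicate below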;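 note: 0% = neutral control wells and 100% = positive control wells; some results beyond the cut were filed as inactive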
PAX8 inh HTS = PAX8 transcriptional activity inhibition. AID 652154. 1.2% of 360,000 active. RMG-I TPO-luciferase reporter, SteadyGlo, 24 h. inhibition, % at 12.6 µM;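 active = mean replicate inhibition at least 60% with every replicate also reaching 60%; inconclusive = only one of the two criteria is met; inactive = mean below 60% and not all replicates reaching 60%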;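 note: luciferase light reporting Pax8 driven TPO promoter activity; plate controls were median of neutral control wells for no effect and mitoxantrone controls for full effect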
LGR2 inh = inhibitors of bursicon-induced Drosophila LGR2 receptor cAMP signaling. inhibition, % at 9.99 µM. 0.35% of 380,000 active. HEK293 LGR2, CRE-luciferase, bursicon-stimulated, 4 h;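 active = drop in luminescence signal, shown as inhibition above about 50% in the replicate tests, limit read from the data, passing the limit was not always enough; inconclusive = probably only some replicates passing the limit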;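 note: agonist challenge used bursicon conditioned medium at about half maximal strength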
GSIS activator = primary screen for activators of insulin secretion dependent on glucose, INS-1E cells, GLuc reporter luminescence; INS-1E GLuc reporter insulin secretion, 2-3 h; activation, % at 16.6 µM; 0.61% of 370,000 active;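 active = lowest replicate activation of at least 40%, so every replicate reaches that level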;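 note: 0% = median of neutral control wells and 100% = median of IBMX positive control wells; some compounds called inactive have numbers as strong as hits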
Starred values were filed as active, the others as inactive; ? = inconclusive; nt = no result given; & = joins results of further samples.

SMILES	C2C12 statin	PglD DTNB	Cneo AK release	ARNT-TACC3 inh	PGC1a acetyl inh	PAX8 inh HTS	LGR2 inh	GSIS activator
COc1ccc(SCC(=O)c2cc(C)c(OC(=S)N(C)C)c(C)c2)cc1	-9	-1	-1	2	7	-128	nt	nt
COc1ccccc1NS(=O)(=O)c1ccc(Br)s1	3	1	-1	0	-27	1	nt	nt
COc1cccc(Nc2nc(-c3sc(N)nc3C)cs2)c1	nt	nt	nt	10	2	nt	-33	-7
CC(=O)c1c(C)[nH]c(C(=O)CN2C(=O)NC(C)(c3ccc(C)cc3)C2=O)c1C (configuration not stated)	nt	nt	nt	8	-10	5	?	-10
CCOC(=O)c1ccc2[nH]c(C)c(C)c2c1	4	-4	0	7	nt	nt	nt	nt
CN(C(=O)CCc1nc2ccccc2s1)c1ccccc1	22	-1	4	-16	2	nt	1	16
CCCC(O)(CCC)C(=O)NNc1ccc(C)cc1	nt	nt	nt	-6	nt	-10	-3	-6
CN(C(=O)CSc1nnnn1-c1ccc(O)cc1)C1CCCCC1	6	15	-5	-3	8	-15	-7	7
Cc1ccccc1OCCN1C(=O)NC2(CCCc3ccccc32)C1=O (configuration not stated)	nt	-1	5	-1	-33	nt	nt	nt
COC(=O)c1cc(C#N)c(Oc2ccc(OC)cc2)nc1C	-5	-10	-1	-9	-8	nt	nt	nt
CC(CN1CCOCC1)OC(=O)c1ccccc1Br (configuration not stated)	nt	10	1	-3	11	nt	nt	nt
COc1ccc(C(=O)NCCN2C(=O)S/C(=C\c3cccnc3)C2=O)c(OC)c1OC	nt	10	2	2	1	nt	5	4
Cc1ccc(C(C)NC(=S)NC2CCCCC2)c(C)c1 (configuration not stated)	nt	0	8	8	nt	-5	3	-39
CN(C)C(=O)c1cccc(-c2ccc3c(c2)[C@H]2[C@H](CCN2Cc2nccs2)[C@H](CO)N3)c1	4	-3	-4	10	6	5	-1	-23
O=[N+]([O-])c1cc(Cl)ccc1NCCNc1ncc(C(F)(F)F)cc1Cl	nt	nt	nt	2	0	nt	5	58*
O=C(COC(=O)C1CC(=O)N(Cc2ccccc2)C1)c1ccc(Br)cc1 (configuration not stated)	nt	-4	3	1	nt	-31	-9	0
CC(=O)Nc1ccc(NC(=O)C2CCCN2C(=O)Nc2ccccc2[N+](=O)[O-])cc1 (configuration not stated)	0	1	0	-2	20	1	-8	7
CC(C)c1ccccc1NC(=O)Nc1ccc(F)cc1F	5	5	-2	-6	6	-26	5	-8
CNC(=O)[C@H]1O[C@@H](n2cnc3c(NCc4cccc(I)c4)nc(Cl)nc32)[C@H](O)[C@@H]1O	1	5	-1	4	nt	19	6	-6
COCCn1c(SCC(=O)Nc2cccc(C)n2)nnc1-c1ccco1	-3	7	-3	2	4	4	-10	-7
COc1ccc(OC)c(/C=C2\SC(N3CCCCC3)=NC2=O)c1	37	-7	-9	-8	0	-22	-16	6
Cc1noc(C)c1NC(=O)N(C)C[C@@H]1Oc2ccc(NC(=O)NC(C)C)cc2C(=O)N([C@@H](C)CO)C[C@@H]1C	1	3	1	-6	3	-20	-10	31
Cc1c(COc2ccc3ccccc3c2)nnn1CC(=O)NS(=O)(=O)c1ccccc1C(F)(F)F	13	-1	-1	nt	-20	-4	10	-5
COc1ccc(-n2c(SCC(=O)Nc3nccs3)nnc2-c2ccoc2C)cc1	28	-5	-2	-1	-6	nt	nt	nt
CC(=O)C1=C(O)C(=O)N(c2ccc(Br)cc2)C1c1ccc(Cl)cc1 (configuration not stated)	10	2	-1	-8	nt	-18	12	-30
(more compounds)
SMILES	C2C12 statin	PglD DTNB	Cneo AK release	ARNT-TACC3 inh	PGC1a acetyl inh	PAX8 inh HTS	LGR2 inh	GSIS activator
O=C(Nc1ccncc1)C1c2ccccc2Oc2ccccc21	20	-3	0	0	nt	20	nt	nt
CN(C)C(=O)c1ccc(-c2ccc([C@@H]3[C@H](CO)N4CCCCN(CC5CCOCC5)C[C@@H]34)cc2)cc1	nt	0	-1	2	3	-41	23	1
C[C@H](CO)N1C[C@H](C)[C@@H](CN(C)C(=O)Nc2ccc3c(c2)OCCO3)OCc2cnnn2CCCC1=O	1&3	0&-2	-2&-5	-2	-3&-4	-71&-72	-55&-15	8
CCc1cc(C(=O)OC)c(NC(=O)CCCC(=O)O)s1	-4	1	0	15	1	nt	nt	nt
COc1cccc2nc3c(C(=O)NCCN(C)C)cccc3cc12	nt	nt	nt	5	-2	15	1	-2
CCOC(=O)C1CCCN(C(=O)c2ccc(N(C)C)cc2)CC1 (configuration not stated)	0	3	3	nt	-5	-5	-13	nt
CC(C)CNc1nc(SCC(=O)Nc2ccccc2)nc(N2CCOCC2)n1	nt	nt	nt	-5	nt	9	-6	7
N#C[C@H]1[C@H](c2ccccc2-c2ccccc2)[C@@H](CO)N1C(=O)Cc1cccnc1	nt	nt	nt	nt	-3	2	-7	20
CCC(C)[C@H](NC(=O)NCCC1=CCCCC1)C(=O)O (some centres not stated)	nt	nt	nt	-5	-3	5	5	-1
COCC(=O)N1CCCCN2[C@H](C1)[C@H](c1ccc(C#Cc3ccc(OC)cc3)cc1)[C@@H]2CO	nt	11	-3	15	-20	33	25	-26
CC(=O)c1ccc(OC(C)C)c(CC(C(N)=O)C(N)=O)c1	-1	2	1	-7	-5	2	nt	nt
COC(=O)c1[nH]c2ccccc2c1NC(=O)c1ccccc1F	nt	1	0	nt	-19	24	-10	26
CC(C)Nc1nc(Cl)nc(NN(C)c2nc(N(C)C)nc(N(C)C)n2)n1	2	3	9	0	9	28	9	-17
O=S(=O)(c1ccc(Br)cc1)N1CCN(c2cc(-c3ccccc3)nc3ncnn23)CC1	nt	-3	8	-7	0	nt	7	-19
COc1ccc(NC(=O)Cc2cccs2)c(OC)c1	nt	4	-4	-3	nt	-27	nt	nt
CS(=O)(=O)N(CC(=O)Nc1ccc2c(c1)OCCO2)Cc1ccc(Cl)cc1	20	1	-1	3	-24	nt	nt	nt
CCCC(C)c1nc(C(N)=O)c2[nH]c(=O)n(-c3ccc(OC)c(OC)c3)c2n1 (configuration not stated)	7	-1	-2	-4	-8	7	-6	32
CCCNC(=O)N(C)C[C@H]1Oc2cc(C#CCOC)ccc2S(=O)(=O)N([C@@H](C)CO)C[C@H]1C	-6	-3	3	-4	-3	nt	2	-6
CO[C@@H]1CN(C)C(=O)c2cc(NC(=O)c3cc(C)on3)ccc2OC[C@@H](C)N(C(=O)C2CC2)C[C@H]1C	-3	4	-4	-2	-7	nt	-1	14
COC(=O)c1sc2nc(-c3ccco3)ccc2c1N	-3	-11	-12	4	-10	nt	nt	nt
Cc1ccsc1/C=N/n1c(-c2ccncc2)n[nH]c1=S	nt	-5	0	5	-1	-15	-3	48*
Cc1ccc(-n2c(N)c(C(=O)NCc3ccco3)sc2=S)cc1	16	2	0	13	0	18	nt	nt
O=S(=O)(NCC[C@H]1CC[C@@H](NS(=O)(=O)c2ccccc2Cl)[C@H](CO)O1)c1ccc(F)cc1	4	-1	-3	0	-1	-3	14	-1
CCOC(=O)/C(=N/Nc1ccc(Cl)cc1)S(=O)(=O)c1ccccc1	-6	0	-6	1	-24	nt	-6	1
O=c1[nH]c(CSc2ncc(-c3ccc(F)cc3)n2Cc2ccco2)nc2ccccc12	2	0	-1	-2	-14	31	nt	nt
(further entries)
SMILES	C2C12 statin	PglD DTNB	Cneo AK release	ARNT-TACC3 inh	PGC1a acetyl inh	PAX8 inh HTS	LGR2 inh	GSIS activator
Cc1noc(C)c1NC(=O)N(C)C[C@@H]1OCCCC[C@H](C)Oc2ccc(NS(=O)(=O)c3ccccc3)cc2C(=O)N([C@@H](C)CO)C[C@@H]1C	nt	0	9	1	4	-30	-3	-1
COc1ccc(-n2nc(C(=O)NCC(=O)N3CC(C)CC(C)C3)c3ccccc3c2=O)cc1 (configuration not stated)	-5	1	-2	-3	nt	2	1	-11
CC1CCC(NC(=O)c2cnccn2)CC1 (configuration not stated)	-7	-5	2	nt	-7	nt	nt	nt
COc1ccc(NC(=O)N(C)C[C@H]2Oc3cc(C#CCC(C)C)ccc3S(=O)(=O)N([C@@H](C)CO)C[C@H]2C)cc1	18	-8	-1	8	-11	13	nt	nt
COCCNC(=O)C[C@H]1CC[C@@H]2[C@@H](COc3ccc(NC(=O)c4cnccn4)cc3C(=O)N2C)O1	18	1	-5	3	5	-5	12	14
CCN(CC)S(=O)(=O)c1cccc(S(=O)(=O)c2cccc(S(=O)(=O)N(CC)CC)c2)c1	-67	-1	-1	13	0	nt	14	-16
CC(O)CNc1ccc(-c2nn(C)c(=O)c3ccccc23)cc1[N+](=O)[O-] (configuration not stated)	nt	nt	nt	1	nt	14	1	12
CCN1C(=O)/C(=C/C=C2\N(CC)c3cc(S(=O)(=O)N(C)C)ccc3N2c2ccccc2)SC1=S	nt	nt	nt	0	3	-1	3	-7
Cc1ccc(C(=O)C2C(c3cccs3)NC(=O)NC2(O)C(F)(F)F)cc1 (configuration not stated)	10	1	7	-3	-2	nt	nt	nt
CCC1=NN(C(=O)COc2ccccc2)C(O)(c2ccc(Br)cc2)C1 (configuration not stated)	5	-1	6	nt	-3	25	4	-9
Cc1ccc(NC(=O)c2ccn(C)n2)c(Br)c1	nt	3	-1	-4	nt	-85	44	17
CCCC(=O)Nc1ccc2c(c1)C(=O)N(C)C[C@H](OC)[C@@H](C)CN(CC1CCOCC1)[C@H](C)CO2	2	nt	nt	nt	-18	nt	1	13
CC(Cl)C(=O)NNC(=O)CNS(=O)(=O)c1ccccc1 (configuration not stated)	nt	nt	nt	-4	5	-18	2	14
O=C(c1coc(=O)c(Br)c1)N1CCC(C(O)(c2ccccc2)c2ccccc2)CC1	nt	nt	nt	-11	nt	-16	-11	22
CNc1c(NS(=O)(=O)c2ccc(CC(C)C)cc2)c(=O)oc2ccccc12	22	11	-1	-16	nt	-3	-13	10
O=C(NNC(=O)C1CC(=O)N(Cc2ccccc2)C1)c1ccc(F)cc1 (configuration not stated)	-5	0	6	-1	nt	2	-8	-3
Cc1cc(C)c(OCC(=O)Nc2ccc(N3CCOCC3)cc2)c(Br)c1	7	3	-3	-7	nt	0	0	7
CC(C)OC(=O)N(C)C[C@H]1OCc2cn(nn2)CCCC(=O)N([C@H](C)CO)C[C@H]1C	0	1	-14	-5	-1	nt	8	-2
c1ccc(-c2nnc(N3CCOCC3)c3ccccc23)cc1	nt	nt	nt	-4	-7	9	19	nt
CC(C)C[C@H](NC(=O)c1nc[nH]c1C(=O)NCC(=O)OC(C)(C)C)C(=O)OC(C)(C)C	20	-2	-2	16	nt	9	nt	nt
O=C(CNC(=O)c1ccccc1)OCc1nnc(-c2ccc(Cl)cc2)o1	3	5	42	-6	2	5	-26	11
COc1ccc(CC(=O)Nc2ccc(N3CCCC3)c(C)c2)cc1	9	3	-3	3	-31	-10	16	-3
COc1ccc(NC(=O)Cc2cccs2)cc1S(=O)(=O)N1CCCCC1	0	-1	2	-1	2	8	-13	nt
O=C(Cn1cc(C(F)(F)F)cc(Cl)c1=O)NCCc1ccccc1	nt	-7	-5	-6	-1	9	16	0
Cc1cc(=O)[nH]c(SCCCOc2ccccc2Cl)n1	-9	2	0	-4	6	nt	4	4
CC(C)[C@H](NC(=O)c1ccccc1Cl)C(=O)Nc1ccc(S(=O)(=O)Nc2nccs2)cc1	-7	-5	0	-5	2	4	-5	2
